Anthrax LF prot = Bacillus anthracis LF protease inhibitors, primary screen, biochemical, multiplex microsphere, MLPCN library; Lethal factor (Bacillus anthracis), P15917; multiplex microsphere protease cleavage assay; inhibition, % at 10 µM; 360,000 compounds, 0.12% hits; AID 588501, 2011; note: plate controls were buffer without enzyme for full effect and enzyme alone for no effect
PriA SSB inh = inhibitors of Klebsiella pneumoniae PriA binding to SSB C-terminal tail, primary screen, biochemical, AlphaScreen | PriA–SSB C-terminal tail interaction (Klebsiella pneumoniae) | AlphaScreen SSBct-PriA binding, biotinylated peptide | inhibition, % at 33 µM | 430,000 compounds, 0.6% hits; in the data active = inhibition mostly above about 37%, no sharp cut-off; inactive = mostly below about 20%;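 note: plate controls were negative control peptide for no effect and reference peptide for full effect; strong numbers were not always called active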
TcdB inh = TcdB glycohydrolase inhibitors, primary screen, biochemical, single point, plate reader; Toxin B (Clostridioides difficile), P18177; TcdB glycohydrolase enzymatic assay; inhibition, % at 9.99 µM; 350,000 compounds, 0.24% hits; AID 652162, 2013; in the data active = inhibition above about 10%
BoNT A protease = BoNT/A light chain protease inhibitors, primary screen, biochemical, flow cytometry, MLPCN library; Botulinum neurotoxin type A light chain protease (Clostridium botulinum A str. ATCC 3502); multiplex microsphere protease substrate cleavage; inhibition, % at 10 µM; 360,000 compounds, 0.17% hits; note: plate controls were buffer without enzyme for full effect and enzyme alone for no effect
SARS 3CLpro inh = SARS-CoV 3CLpro protease inhibitors, primary screen, biochemical, quenched FRET; recombinant SARS-CoV 3CLpro, quenched FRET peptide cleavage; inhibition, % at 6 µM; 290,000 compounds, 0.14% hits; AID 1706, 2009; in the data active = inhibition above about 12%
PfHsp40 yeast = rescue of yeast from PfHsp40 toxicity, primary screen, S. cerevisiae, ATP luminescence. growth rescue, % at 12.5 µM. AID 504582, 2011. 340,000 compounds, 0.68% hits. S. cerevisiae expressing PfHsp40, growth rescue; in the data active = growth rescue above about 28%, passing the limit was not always enough; inconclusive = no clear call, values can overlap the other calls;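 note: yeast W303a lacking pdr1 and pdr3 grown in galactose medium; growth measured after three days at 30 °C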
Vc quorum ag = inducers of Vibrio cholerae quorum light production without autoinducers, primary screen, BH1578 luxS cqsA deficient, single point; V. cholerae BH1578 lux reporter, luminescence, 6 h; activation, % at 18.7 µM; 350,000 compounds, 0.16% hits; in the data active = activation mostly above about 9.7%, no sharp cut-off; inconclusive = no clear call, values can overlap the other calls; inactive = mostly below about 3.7%; note: not every result past the cut was called active; inactives centre near 0; reference of the scale not given here
PrPC TRFRET = inhibitors of human cell surface prion protein PrPC, primary screen, cell-based, TR-FRET; Major prion protein (Homo sapiens), P04156; TR-FRET read-out; inhibition, % at 13.8 µM; 370,000 compounds, 0.43% hits; in the data active = inhibition above about 24%; note: 0% = median of the test wells and 100% = reference compound wells
Yp Topo-I inh = Yersinia pestis topoisomerase I inhibitors, primary screen, biochemical, cleavage product accumulation, plate reader, single point; Y. pestis Topo-I cleavage product accumulation; activity, % at 10 µM; 360,000 compounds, 0.064% hits; DNA topoisomerase I (Yersinia pestis CO92); in the data active = activity above about 50%, passing the limit was not always enough; inconclusive = no clear call, values can overlap the other calls; note: inactives centre near 2
* marks the source's active call; other numbers are inactive results; i = inactive; ? = inconclusive; / = not tested or not shown; & = joins results of further samples. Cut-off read from the data, not from the text of the source, unless noted: active = inhibition above about 30%; inconclusive = no clear call, values can overlap the other calls; inactive = below that.

SMILES	Anthrax LF prot	PriA SSB inh	TcdB inh	BoNT A protease	SARS 3CLpro inh	PfHsp40 yeast	Vc quorum ag	PrPC TRFRET	Yp Topo-I inh
COc1ccc(C(=O)O/N=C(\N)Cc2ccc(Cl)cc2Cl)cc1OC	2	i	/	0.2	6	?	i	-2	10
Cc1ccc(S(=O)(=O)NCc2cccnc2)c(C)c1	-8	0	1.2	-0.4	-4	-0.1	6.8	9	0
O=C1NC(NS(=O)(=O)c2ccccc2)(C(F)(F)F)C(=O)N1Cc1cccnc1 (stereo unspecified)	-4	-14	/	3.4	-4	-0.2	-16	4	4
CN(C)c1cccc2c(S(=O)(=O)Nc3ccccn3)cccc12	-7	-17	/	-1.3	4	-0.5	-0.3	-9	2
COc1ccc(CCn2c(C)nc3ccccc3c2=O)cc1OC	-2	3	1.1	0.1	-3	-0.2	-0.3	-1	-1
CC(OC(=O)c1cccc(-n2cnnn2)c1)C(=O)Nc1ccc(F)cc1 (stereo unspecified)	-2	-8	1.6	-2.1	4	-0.9	-2.5	8	-11
Cc1c(CCOC(=O)CC23CC4CC(CC(C)(C4)C2)C3)sc[n+]1CC(=O)c1ccccc1	2	9	1.2	0.0	6	-0.1	i	4	18
Cc1ccc(C2/C(=C(/O)c3ccc4c(c3)CC(C)O4)C(=O)C(=O)N2CCCn2ccnc2)cc1 (stereo unspecified)	/	/	-5.7	/	3	-0.2	-0.2	11	7
CC(C)(C)c1cc[n+](-c2[nH]c(=O)sc2/C=N/N=C(\[O-])c2ccccc2)cc1	-3	/	0.9	-2.0	-3	-1.1	-2.9	-23	-3
CNc1cncc(-c2ccccc2CO)n1	-4	/	5.6	0.6	/	/	-1.7	-11	6
Cc1ccc(N=CC2=C(O)CC(c3cccc(Cl)c3)CC2=O)cc1 (stereo unspecified)	0	-12	/	-0.1	-2	-0.3	-0.2	-3	1
Oc1cccc(/C=N/N(Cc2ccccc2)c2ccccc2)c1	-2	/	0.1	-0.3	4	345*	1.1	-1	-23
CCOC(=O)C1CCN(C(=O)COc2ccc(N(C)S(=O)(=O)c3ccc(C)cc3)cc2)CC1	0	-1	1.1	-0.4	1	-0.7	-1.4	-1	?
Cc1ccc(-n2c(=O)c3c(c4cc(C)ccc4n3C)n(CC(=O)NCC3CCCO3)c2=O)cc1 (stereo unspecified)	-3	/	0.2	-0.7	/	/	i	-11	0
CCOC(=O)[C@@H]1[C@H]2COc3ccccc3[C@@H]2N2C(=O)N(c3ccc(OC)cc3)C(=O)[C@@]12C	-2	-27	-3.2	-0.7	-4	3.8	i	2	1
COc1ccc(-c2cc(COc3ccccc3)on2)cc1	-6	-24	0.9	-1.1	-1	-0.8	-0.4	11	19
CC(C)(C)n1nnnc1C(c1ccccc1F)N1CCN(C(=O)c2ccco2)CC1 (stereo unspecified)	-1	-13	-12	0.8	-1	-1.4	-0.4	4	5
CSc1ccccc1C(=O)Nc1cccc(C(C)O)c1 (stereo unspecified)	-7	-13	0.9	-1.3	-4	0.8	i	-7	4
Cc1sc2c3ccsc3ccc2[n+]1C	-6	-8	1.1	0.7	-2	0.7	-0.3	-3	23
O=C1c2ccccc2C(=O)N1CCCc1nc(-c2ccncc2)no1	5	-12	/	1.6	0	-1.1	/	-5	-7
CCN(CC)c1ccc(C=Nc2ccc(C#N)cc2)c(O)c1	0	-5	/	0.9	-2	-0.1	-0.4	5	-8
CN1CCc2c(sc3c2C(=O)NC(c2cn(Cc4ccccc4)c4ccccc24)N3)C1 (stereo unspecified)	16	-9	/	11	-3	0.8	i	0	7
CCCCNC(=S)NNC(=O)c1cc(-c2cccnc2)nc2ccccc12	-4	5	0.1	0.3	-2	-0.1	i	-6	-7
O=C(Nc1ccc(Nc2ccccc2)cc1)Nc1ccccc1Cl	-3	1	-1.4	0.8	9	1.1	-0.5	8	-4
CCCCc1nc2ccccc2c(=O)n1-c1ccccc1O	0	6	/	0.2	0	-0.4	i	7	6
CCCN(C(=O)CSc1nnnn1C)C1CCS(=O)(=O)C1 (stereo unspecified)	-5	-12	-1.3	0.0	-4	-1.4	-0.3	9	-4
Cc1ccc(N2CCN(C(=S)Nc3ccccc3C)CC2)cc1	-10	19	0.3	-0.3	-1	-0.4	i	0	-2
CCOC(=O)c1nnc(-c2ccccc2)nc1Sc1ccccc1Cl	0	-13	/	0.7	-5	-1.8	i	-2	14
COCC(C)n1c(C)cc(C(=O)CSc2ncccn2)c1C (stereo unspecified)	0	8	1.3	-0.6	2	12	1.6	0	2
CCC(=O)c1ccc(OCC(=O)N2CCN(c3ncccn3)CC2)cc1	-4	2	-3.6	0.1	/	-1.3	i	9	-3
CCN(CC)C(CNC(=O)CSc1nnnn1-c1ccc(C)c(C)c1)c1ccco1 (stereo unspecified)	9	0	-2.1	1.3	/	-0.5	i	-3	33
COc1cc(/C=C2\SC(=S)N(CCC(=O)Nc3ccccn3)C2=O)cc(OC)c1OC	20	7	1.1	14	2	9.9	-0.2	2	36
COC(=O)c1cc(NC(=O)Cn2c(=O)cnc3ccccc32)cc(C(=O)OC)c1	-3	-2	/	0.9	-4	1.0	-0.3	4	-9
COc1ccc(NC(=O)c2sc3nc(Cc4ccccc4)cc(C(F)(F)F)c3c2N)cc1OC	2	-7	-0.3	1.5	0	-0.7	-0.3	-3	10
COc1ccccc1OCCNC(=O)c1ccc2c(c1)OCCO2	1	-8	3.6	0.9	/	1.2	-4.0	-6	13
CCCCNc1ccc2oc(-c3ccc(OC)cc3)c(-c3ccc(OC)c(F)c3)c2c1	-9	-8	-0.6	-0.6	/	0.0	0.1	2	-1
CCOC(=O)C1=C(C)NC(SCC(=O)OC)=C(C#N)C1c1ccc(C(=O)OC)cc1 (stereo unspecified)	0&2	-40&-9	1.7	-1.2&0.1	1	0.2&-0.4	1.8&0.4	2	-11&43
CCOc1ccccc1C(=O)NC(C(=O)NCCc1ccccn1)C(C)C (stereo unspecified)	-2	-4	0.6	-0.4	/	-0.5	-3.2	3	8
Cc1ccc(C)c(OCCCC(=O)N2CCOCC2)c1	0	-8	0.5	0.5	0	0.4	i	9	-6
CSc1nc(Oc2ccc3ccccc3c2)c2ccccc2n1	0	-9	/	0.7	0	1.0	i	0	13
C[C@]12CCC3C(CC[C@H]4C[C@@H](O)CC[C@]34C)C1C[C@@H](O)[C@]2(C)O (stereo partly specified)	-2	0	0.5	0.0	/	0.5	0.8	4	-7
CCOc1ccc(C(C)NC(=O)CN2C(=O)NC3(CCCCC3)C2=O)cc1OCC (stereo unspecified)	3	2	1.0	0.0	/	-0.2	0.3	9	-11
Cc1ccc2[nH]c(=O)c(CN(C(=O)c3cccs3)c3ccccc3)cc2c1	1	-13	-0.4	0.7	0	-1.3	-0.4	10	-2
CC(C)n1nc(C(=O)NC2CCCCCC2)c2ccccc2c1=O	0	-10	2.7	0.0	/	-0.6	-0.3	7	17
Cc1cc(=O)[nH]c(SCc2nc3ccccc3s2)n1	-1	-7	/	0.5	2	-1.2	-0.5	2	-3

Nothing new here: 5 of the compounds above.
SMILES	Anthrax LF prot	PriA SSB inh	TcdB inh	BoNT A protease	SARS 3CLpro inh	PfHsp40 yeast	Vc quorum ag	PrPC TRFRET	Yp Topo-I inh
C[C@]12CCC3C(CC[C@H]4C[C@@H](O)CC[C@]34C)C1C[C@@H](O)[C@]2(C)O (stereo partly specified)	-2	0	0.5	0.0	/	0.5	0.8	4	-7
CCOc1ccc(C(C)NC(=O)CN2C(=O)NC3(CCCCC3)C2=O)cc1OCC (stereo unspecified)	3	2	1.0	0.0	/	-0.2	0.3	9	-11
Cc1ccc2[nH]c(=O)c(CN(C(=O)c3cccs3)c3ccccc3)cc2c1	1	-13	-0.4	0.7	0	-1.3	-0.4	10	-2
CC(C)n1nc(C(=O)NC2CCCCCC2)c2ccccc2c1=O	0	-10	2.7	0.0	/	-0.6	-0.3	7	17
Cc1cc(=O)[nH]c(SCc2nc3ccccc3s2)n1	-1	-7	/	0.5	2	-1.2	-0.5	2	-3

Continued.
SMILES	Anthrax LF prot	PriA SSB inh	TcdB inh	BoNT A protease	SARS 3CLpro inh	PfHsp40 yeast	Vc quorum ag	PrPC TRFRET	Yp Topo-I inh
COc1cc(C2C(C#N)=C(N)Oc3c2oc(CO)cc3=O)cc(OC)c1OC (stereo unspecified)	4	-1	/	-0.8	4	0.4	i	0	0
O=C(Nc1ccccn1)c1cc(-c2cccnc2)nc2ccc(Br)cc12	-1	1	0.9	1.4	-1	1.3	-0.2	4	3
CCC(CC)C(=O)N1CC(=O)Nc2ccc(Br)cc2C1c1ccccc1 (stereo unspecified)	-3	10	3.2	-0.6	0	0.1	0.4	-4	9
CN(c1ccc(F)cc1)S(=O)(=O)c1ccc(Cl)c(C(=O)Nc2ccc3c(c2)CCC3)c1	-4	-4	0.1	-1.8	5	1.6	-0.2	7	5
C(=C\c1ccccc1)/CN1CCN(C(c2cccs2)c2nnnn2Cc2ccccc2)CC1 (stereo unspecified)	-6	/	0.0	1.0	/	/	/	-3	/
CSc1nc(N)c2c(n1)N(C)C=NS2(=O)=O	-4	-6	0.7	-0.1	/	-0.2	3.3	-4	-6
O=C(C[n+]1ccc(C(=O)N/N=C/c2ccc(Br)cc2)cc1)c1ccccc1	-7	/	0.2	-0.7	0	0.1	-0.4	-10	-21
Cc1ccc(CCNC(=O)NC(C)(C)C)cc1	6	-2	/	1.1	-2	0.8	/	-1	8
CC(C)(C)c1cc(C(=O)NNc2ccc(OC(F)(F)F)cc2)n(Cc2ccccc2)n1	/	4	-1.0	/	4	2.3	-0.6	6	3
O=C(Cc1ccc(S(=O)(=O)N2CCOCC2)s1)Nc1ccc(N2CCOCC2)cc1	-3	10	1.2	0.8	-2	-1.0	i	6	-2
Cc1nc(C)c(C(=O)C2=C(O)C(=O)N(CCN(C)C)C2c2cccs2)s1 (stereo unspecified)	-8	-7	/	0.2	3	-0.7	/	-9	16
COc1ccc(Br)cc1/C=C/C(=O)NCC(=O)O	2	-4	0.3	0.5	0	-0.7	i	1	2
S=C(NCc1cccnc1)Nc1ccc(Cl)cc1	6	-17	/	-0.5	-6	-1.2	0.0	3	-1
CC(=O)c1c(C)oc2ccc(NS(=O)(=O)c3ccc(F)cc3C)cc12	-18	-17	1.0	-1.5	1	-1.0	-0.1	-1	2
Clc1ccc(-c2nc3ccc(Cl)cn3c2Cc2ccsc2)cc1	17	/	1.3	17	/	/	/	10	/
CCOC(=O)C(NC(=O)c1ccc(OC)cc1)(N1CCCC1=O)C(F)(F)F (stereo unspecified)	1	1	/	-0.3	-4	-1.0	-0.3	-4	-2
Cc1cc2c(=O)[nH]c(N)nc2[nH]1	2	/	-0.1	-0.4	/	/	i	3	0
Cc1csc2ncc(C(=O)NCCc3ccccc3)c(=O)n12	-3	-15	-0.4	1.1	1	0.7	0.1	-7	9
O=c1[nH]c(=O)n(Cc2ccco2)c2c1C(C(F)(F)F)(C(F)(F)F)N=C(CCc1ccccc1)N2	0	-4	/	2.6	3	1.5	i	56*	29
CCNC(=O)C1(C)CCCN(C(=O)COCc2ccccc2)C1 (stereo unspecified)	1	/	1.1	0.1	/	/	-0.2	6	5
CCN(CC)CCn1c(SCC(=O)NCc2ccco2)nc2c(sc3ccccc32)c1=O	7	-7	/	-0.8	-5	-1.7	-0.4	1	3

Compound activity from PubChem.

The list is partial (hit frequency here may not be typical).
